High-throughput results (PubChem BioAssay)
S100A4 inh HTS: blocks human S100A4 binding to myosin IIA peptide; hit rate 0.14% among 360,000; S100A4/TAMRA-MyoIIA peptide fluorescence polarization; inhibition, % at 10.7 µM; P26447; AID 652163;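 active = mean inhibition of at least 70% across replicates, with every replicate also reaching that level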
Target sequence (P26447 whole entry, looked up): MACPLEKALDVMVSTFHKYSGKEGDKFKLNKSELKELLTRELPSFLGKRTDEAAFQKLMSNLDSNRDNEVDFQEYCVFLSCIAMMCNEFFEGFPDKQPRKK
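Test system: S100A4 monomer protein; Medium: HEPES pH 7.2 with CaCl2, KCl, NaCl, DTT, Triton; Probe or stimulus: TAMRA-labelled myosin IIA heavy-chain peptide probe, 5 nM; Doses: one dose per compound; Times: polarization read 5 min after assay mix addition, stable 5–60 min; Benchmarks: neutral control DMSO, positive control TFP.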
PglD inh: blocks C. jejuni PglD acetyltransferase activity. purified PglD enzyme, DTNB colorimetric CoA detection. AID 602405. inhibition, % at 12.5 µM. hit rate 0.098% among 360,000; in the data active = inhibition above about 16%, passing the limit was not always enough; also: strong numbers were not always called active
EWS-Fli block: blocks EWS/Fli oncoprotein-driven transcription; hit rate 0.67% among 350,000; inhibition, % at 12.6 µM; A673 NR0B1-luciferase reporter, viability-normalised;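 active = mean inhibition of at least 50% after viability correction, with every replicate also passing that limit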;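 also: firefly luciferase signal divided by Alamar Blue viability fluorescence both relative to DMSO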
FN deposit inh: fibronectin deposition inhibition; inhibition, % at 12.6 µM; hit rate 0.086% among 350,000; AH1F fibroblasts, Alexa488-fibronectin deposition fluorescence, overnight;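 active = mean inhibition across replicates of 30% or more, regardless of how many single replicates reach that level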;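 also: positive control wells lacked labelled fibronectin entirely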
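Assay system: AH1F fibroblasts / Quantity: 10000 cells per well / Medium: DMEM plus 2% serum, read in PBS / Reagent: labelled fibronectin 24 nM / Dosing: single dose, pinned / Times: 1 h cell attachment, overnight exposure to compound and label / Signal: fluorescence, ex 485 nm, em 525 nm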
LGR2 inh: blocks bursicon-induced cAMP signaling via Drosophila LGR2. hit rate 0.35% among 380,000. HEK293 LGR2, CRE-luciferase, bursicon-stimulated, 4 h. inhibition, % at 9.99 µM;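 active = drop in luminescence signal, shown as inhibition above about 50% in the replicate tests, limit read from the data, passing the limit was not always enough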;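 also: agonist challenge used bursicon conditioned medium at about half maximal strength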
PAX8 reporter: inhibitors of PAX8 transcriptional activity in RMG-I cells; RMG-I TPO-luciferase reporter, SteadyGlo, 24 h; inhibition, % at 12.6 µM; hit rate 1.2% among 360,000; AID 652154;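 active = mean replicate inhibition at least 60% with every replicate also reaching 60%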;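 also: luciferase light reporting Pax8 driven TPO promoter activity; plate controls were median of neutral control wells for no effect and mitoxantrone controls for full effect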
PGC1a acetyl inh: lowers PGC1a acetylation signal in U2OS cells | AID 651687 | hit rate 0.17% among 350,000 | AlphaScreen anti-acetyl-lysine; with virally co-expressed GCN5 acetyltransferase | inhibition, % at 15.6 µM;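 active = every replicate shows inhibition of at least 40%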;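 also: 0% = neutral control wells and 100% = positive control wells; some results beyond the cut were filed as inactive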
ERAP1 inh: inhibitors of human ERAP1 aminopeptidase. recombinant ERAP1, Leu-AMC fluorescence, 60 min. inhibition, % at 10.7 µM. hit rate 0.15% among 340,000;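 active = mean replicate inhibition of at least 30%, or all replicates individually reaching that 30% level; inactive = mean below 30% and not every replicate reaching it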;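 also: 0% = neutral control wells and 100% = L-leucinethiol positive control wells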
Target sequence (Q9NZ08 whole entry, looked up): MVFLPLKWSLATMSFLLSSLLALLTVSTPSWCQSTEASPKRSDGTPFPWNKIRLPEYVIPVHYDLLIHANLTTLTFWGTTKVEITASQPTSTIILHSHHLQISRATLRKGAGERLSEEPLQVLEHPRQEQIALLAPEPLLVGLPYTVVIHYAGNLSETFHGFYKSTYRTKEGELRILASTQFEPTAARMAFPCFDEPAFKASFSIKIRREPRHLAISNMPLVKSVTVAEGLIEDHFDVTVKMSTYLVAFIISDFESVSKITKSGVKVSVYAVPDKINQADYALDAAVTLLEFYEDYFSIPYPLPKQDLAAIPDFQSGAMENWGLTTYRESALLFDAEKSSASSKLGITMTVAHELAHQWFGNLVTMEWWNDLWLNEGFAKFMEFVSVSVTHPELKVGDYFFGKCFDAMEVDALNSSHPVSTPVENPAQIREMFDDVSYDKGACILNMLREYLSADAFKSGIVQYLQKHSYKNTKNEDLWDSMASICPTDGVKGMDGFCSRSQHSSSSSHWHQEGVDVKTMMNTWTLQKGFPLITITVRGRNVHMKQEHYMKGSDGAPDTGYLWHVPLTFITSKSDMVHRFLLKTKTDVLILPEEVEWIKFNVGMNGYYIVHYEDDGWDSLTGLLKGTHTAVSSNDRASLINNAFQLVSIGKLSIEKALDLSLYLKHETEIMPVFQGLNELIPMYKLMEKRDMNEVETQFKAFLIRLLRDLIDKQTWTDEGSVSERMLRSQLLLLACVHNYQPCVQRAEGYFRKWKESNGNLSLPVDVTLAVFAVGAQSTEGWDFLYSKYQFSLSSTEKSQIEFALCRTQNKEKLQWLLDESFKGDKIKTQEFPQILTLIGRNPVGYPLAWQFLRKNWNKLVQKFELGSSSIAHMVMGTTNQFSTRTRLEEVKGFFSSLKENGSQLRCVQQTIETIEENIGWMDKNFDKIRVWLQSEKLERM
Active calls of the source: *; / = not tested or not shown; & = joins results of further samples. Rows were taken by chance; about 2.1% have a hit in one of these screens.

Fields – PglD inh | LGR2 inh | PAX8 reporter | EWS-Fli block | S100A4 inh HTS | FN deposit inh | PGC1a acetyl inh | ERAP1 inh
COCC(=O)Nc1ccc2c(c1)[C@H]1C[C@H](CC(=O)NCc3cc(F)ccc3F)O[C@@H](CO)[C@H]1O2
→ 7 | 18 | 17 | -7 | / | -5 | 1 | /
COC(=O)c1ccc(NC(=S)Nc2cccc(C)n2)cc1
→ / | / | -2 | 17 | 1 | 0 | -1 | 0
CC(C)C[C@H]1CNC(=S)N1CC1CCN(CCCC2CCCCC2)CC1
→ 2 | 15 | 2 | 9 | -11 | 1 | 0 | -3
Cc1ccc(C2C(C(=O)c3cccs3)=C(O)C(=O)N2c2nnc(C)s2)cc1 (stereo not given)
→ / | -12 | -14 | -5 | 12 | -9 | -1 | /
COc1ccccc1CNC(=O)C(=O)NCCC1CCCCN1S(=O)(=O)c1ccccc1 (stereo not given)
→ -2 | -5 | 8 | 2 | -3 | -1 | / | -2
Cc1ccc(C(=O)Nc2ccc3c(c2)C(=O)NC3=O)cc1
→ / | -24 | -24 | -22 | -4 | 2 | -10 | -4
C[C@@H]1CN([C@@H](C)CO)C(=O)CCCn2cc(nn2)CO[C@H]1CN(C)C(=O)Nc1ccnc(N2CCOCC2)c1
→ 2&-2 | 4&6 | -6&12 | -2&-1&-20 | 19&6&-3 | -2&-6 | 6&1 | 2&0&-4
CO[C@H]1CN(C)C(=O)c2cc(NC(=O)C3CCOCC3)ccc2OC[C@@H](C)N(C(C)=O)C[C@@H]1C
→ 8 | 11 | -1 | 5 | 1 | -11 | 22 | -2
CCOC(=O)C1(Cc2cccc(Cl)c2)CCCN(C(=O)c2cn[nH]c2)C1 (stereo not given)
→ 6 | 3 | 5 | / | -25 | -3 | -11 | -1
CN(C)CC(=O)Nc1ccc2c(c1)[C@@H]1C[C@H](CC(=O)NCc3ccc4c(c3)OCO4)O[C@H](CO)[C@@H]1O2
→ -3 | 11 | 11 | -9 | 3 | -7 | -4 | 1
CCCN1[C@H](C(=O)N(C)C)[C@@H](CO)[C@@H]2Cn3c(ccc(/C=C/c4ccccc4)c3=O)[C@@H]21
→ -1 | -9 | / | 2 | -15 | / | / | 0
COc1ccc(-c2csc(/C(C#N)=C/Nc3ccc4c(c3)OCCO4)n2)cc1
→ / | -21 | -4 | 11 | -1 | -10 | / | 0
Cn1cnnc1SCC(=O)NC1CCCN(Cc2ccccc2F)C1 (stereo not given)
→ -6 | 15 | 1 | / | 2 | -3 | 11 | 2
CCN(C[C@H]1N[C@H](CO)[C@@H]1c1ccc(-c2cccc(F)c2)cc1)C(=O)CN(C)C
→ 1 | 0 | 26 | 7 | -2 | 11 | -24 | 2
COc1ccc(N(CC(=O)Nc2ccccc2C(=O)N2CCCC2)S(=O)(=O)c2ccccc2)cc1
→ -6 | -3 | 0 | -5 | 22 | 5 | / | 3
CN(C)CC(=O)N[C@H]1CC[C@@H](CCNC(=O)C2CCC2)O[C@@H]1CO
→ 17 | -1 | -1 | 2 | 5 | -1 | 14 | -5
Cc1ccc(C)c(-c2nnc(NC(=O)C3=COCCO3)o2)c1
→ / | -4 | -35 | -9 | -2 | 2 | 0 | -1
Cc1c(NC(=O)C(C)OC(=O)/C=C/c2ccccc2)c(=O)n(-c2ccccc2)n1C (stereo not given)
→ / | 37 | 14 | 3 | 2 | 5 | / | 1
O=P(OCC1CCCO1)(OCC1CCCO1)OCC1CCCO1 (stereo not given)
→ / | -1 | / | -7 | -4 | -13 | / | -3
CCC(=O)N(C)C[C@H]1Oc2ncc(C#Cc3cccnc3)cc2C(=O)N([C@H](C)CO)C[C@@H]1C
→ -22 | -3 | 3 | -6 | 1 | / | 2 | 7
CCCC#Cc1ccc2c(c1)O[C@H](CN(C)C(=O)c1ccncc1)[C@H](C)CN([C@H](C)CO)S2(=O)=O
→ -2 | 16 | / | -1 | 2 | / | 2 | -4
N#C/C(=C\c1ccccc1)C(=O)N(c1ccccn1)C1CCCCC1
→ -2 | 17 | 19 | / | / | 5 | 6 | /
CN1CCN(C(=O)CCNC(=O)Cn2ccc3ccccc3c2=O)CC1
→ -3 | / | 5 | / | / | 0 | 25 | /
COc1ccc2c3c(n(C)c2c1)[C@@H](CO)N(C(=O)Cc1ccccn1)CC31CN(CC2CC2)C1
→ / | 23 | 0 | -7 | 6 | / | / | 0
CCOC(=O)C1CCN(C(=O)c2ccc(Oc3cc(Cl)cc(Cl)c3)o2)CC1
→ -2 | -6 | -14 | 11 | -6 | -3 | / | 5
COc1ccc(Br)cc1S(=O)(=O)n1c([N+](=O)[O-])cnc1C
→ 0 | -3 | 31 | -1 | -5 | -4 | 22 | -1
O=C(CNC(=O)c1cc(=O)[nH]c2ccccc12)Nc1ccc(F)c(F)c1
→ / | -5 | 8 | -5 | 3 | -6 | 17 | 2
O=C(CN(C(=O)Cn1nnc(-c2ccc(F)cc2)n1)c1ccc(F)c(Cl)c1)NCC1CCCO1 (stereo not given)
→ / | 3 | 23 | -1 | 1 | 2 | / | 8
CCSC1=NN2CCS(=O)(=O)N=C2S1
→ / | -13 | 20 | 9 | 1 | -33 | 5 | -5
Cc1ccsc1C1CC(=O)Nc2ccccc2S1 (stereo not given)
→ 8 | -2 | 4 | 3 | -1 | 6 | 6 | /
O=C1Nc2ccccc2N=C(c2ccc3c(c2)OCO3)C1N(C(=O)c1ccnc2ccccc12)c1ccccc1 (stereo not given)
→ 0 | 8 | 17 | -17 | -3 | 6 | -5 | /
NCC[C@H]1CC[C@@H](NC(=O)Nc2ccc(F)cc2)[C@H](CO)O1
→ -2 | -1 | -10 | 4 | 3 | 2 | 5 | 1
COc1cccc(C2(O)CC(C(F)(F)F)=NN2C(=O)c2ccccn2)c1 (stereo not given)
→ / | -40 | -83 | -38 | 3 | -6 | -2 | 1
Cc1c(S(=O)(=O)Nc2ccc(Br)cc2)c(=O)n(C)c(=O)n1C
→ -4 | 12 | -19 | -5 | 5 | 5 | 6 | -4
Cc1ccc(NC(=O)N2CCCN(C(=O)OC(C)(C)C)CC2)cc1Cl
→ 6 | 2 | -128 | 4 | -5 | 1 | -5 | 5
COc1ccc(CN(C)C[C@H]2Oc3c(NC(=O)C4CCOCC4)cccc3C(=O)N([C@@H](C)CO)C[C@@H]2C)cc1
→ 2 | -1 | -2 | -5 | 5 | / | -3 | 2
Cc1ccc(S(=O)(=O)Nc2ccc3c(c2)CC(=O)N([C@@H](C)CO)C[C@@H](C)[C@H](CN(C)C(=O)Nc2ccc(C(F)(F)F)cc2)O3)cc1
→ 0 | -15 | 6 | 5 | -2 | / | 3 | -1
O=C(NC1CCCCC1)c1cc(-c2cccc(Cl)c2)on1
→ -2 | -56 | -108 | -94 | -3 | 0 | 10 | -5
COCC#Cc1cnc2c(c1)C(=O)N([C@H](C)CO)C[C@H](C)[C@H](CN(C)S(C)(=O)=O)O2
→ 0 | 1 | -4 | -14 | 1 | / | 1 | 2
Cc1noc(C)c1NC(=O)Nc1cccc2c1O[C@@H](CN(C)Cc1ccc(Cl)c(Cl)c1)[C@H](C)CN([C@H](C)CO)C2=O
→ -1 | -2 | 8 | -1 | 2 | 8 | 10 | 4
C[C@@H]1CN([C@H](C)CO)C(=O)c2cc(NC(=O)CCCN(C)C)ccc2O[C@@H](C)CCCCO[C@H]1CN(C)S(=O)(=O)c1ccccc1
→ -2 | -13 | -3 | 14 | 14 | -7 | -1 | -5
C=CCNC(=S)Nc1ccc(OC(F)F)c(Cl)c1
→ / | 6 | -15 | -1 | 26 | 2 | 4 | 1
COc1cccc(NC(=O)N(C)C[C@@H]2OCc3ccccc3-c3ccccc3C(=O)N([C@H](C)CO)C[C@@H]2C)c1
→ 3 | 1 | 10 | -6 | 3 | 16 | -9 | -1
CCOC(=O)C1(C)NC(c2cccs2)C2C(=O)N(c3ccc(OC)cc3)C(=O)C21 (stereo not given)
→ / | 17 | -8 | 2 | 2 | 8 | -3 | 2
COc1ccc(CC(=O)O/N=C(\N)c2ccc(OC)cc2)cc1
→ -7 | -63 | -56 | -77 | -2 | 7 | 14 | -4
CCOP(=O)(/C(C#N)=C(/O)c1ccccc1)c1ccccc1 (stereo not given)
→ / | -3 | 2 | 2 | -9 | -3 | 9 | -3
CN(CCc1cnn(C)c1)C(=O)C1CCC(=O)N(CC2CCCCC2)C1 (stereo not given)
→ / | -8 | -14 | / | 0 | / | / | 0
CNC[C@H]1Oc2c(NS(=O)(=O)c3cccs3)cccc2C(=O)N([C@H](C)CO)C[C@@H]1C
→ -3&5 | -4&0 | -6 | -10&0 | 11&5 | -7&14 | -3&14 | 0&0
O=C(NC[C@@H]1[C@@H](c2ccccc2)[C@H](CO)N1C(=O)Cc1ccncc1)C1CCC1
→ -2 | -15 | -8 | 1 | -4 | -1 | -1 | 1
CC1(C)CC(=O)C=C(Nc2ccccc2N)C1
→ -4 | 12 | 12 | 7 | -4 | 7 | -4 | 11
CCOc1ccc(CCN2C(=S)N([C@@H](Cc3ccc(O)cc3)CN3CCCC3CN3C(=S)NC[C@@H]3Cc3ccc(O)cc3)C[C@@H]2CC(C)C)cc1 (stereo not given in full)
→ 1 | / | 54 | 27 | 4 | -3 | -20 | -2
O=C(O)c1cccnc1SCc1ccc([N+](=O)[O-])cc1
→ 8 | 7 | -2 | 7 | 0 | 2 | 7 | -2
O=C(CN1CCN(CC(=O)Nc2ccccc2Cc2ccccc2)CC1)Nc1ccccc1Cl
→ 0 | 9 | 19 | 7 | 1 | 1 | / | 2
CN1CCN(C(=O)C[C@H]2C[C@H]3c4cc(NC(=O)NC5CCCC5)ccc4O[C@H]3[C@H](CO)O2)CC1
→ -1 | -13 | -3 | 4 | 2 | 7 | -12 | 0
C/C(=N\NC(=O)c1cccc(S(=O)(=O)N2CCOCC2)c1)c1ccco1
→ -4 | -10 | -11 | -21 | 3 | 3 | 8 | -1
CCCNC(=O)N1C[C@@H](O)COC[C@H]2O[C@@H](CC(=O)N[C@@H]3CCN(Cc4ccccc4)C3)CC[C@@H]21
→ 5 | 1 | 0 | 5 | -7 | -2 | 1 | 3
CCN(CC)c1ccc(NC(=O)c2cccnc2)c(C)c1
→ -5 | / | 5 | / | / | 3 | 13 | /
CCc1c(-c2ccccc2OC)ncn1CCc1ccccc1OC
→ / | 34 | 41 | 4 | 3 | -2 | / | -3
CC(C)(C)c1ccc(C(=O)Oc2ccccc2CCC(=O)O)cc1
→ -1 | -4 | -12 | 15 | 1 | 10 | -18 | /
COc1ccc(C(=O)N(C)CCCC2CCCC2)cc1OC1CCN(C(C)=O)CC1
→ 5 | 16 | 0 | 6 | -3 | 9 | / | -5

Individual results from above:
S100A4 inh HTS, O=C(CN1CCN(CC(=O)Nc2ccccc2Cc2ccccc2)CC1)Nc1ccccc1Cl : 1
LGR2 inh, CCOP(=O)(/C(C#N)=C(/O)c1ccccc1)c1ccccc1 (stereo not given) : -3

Filtered by structure, the compounds so far containing a furan ring, fused or not (2)
Fields – PglD inh | LGR2 inh | PAX8 reporter | EWS-Fli block | S100A4 inh HTS | FN deposit inh | PGC1a acetyl inh | ERAP1 inh
CCOC(=O)C1CCN(C(=O)c2ccc(Oc3cc(Cl)cc(Cl)c3)o2)CC1
→ -2 | -6 | -14 | 11 | -6 | -3 | / | 5
C/C(=N\NC(=O)c1cccc(S(=O)(=O)N2CCOCC2)c1)c1ccco1
→ -4 | -10 | -11 | -21 | 3 | 3 | 8 | -1
